Screens deposited in PubChem by several laboratories.
TNAP inh hi DEA – human TNAP enzyme inhibitors, primary screen, biochemical, luminescent, high phosphate acceptor level, uHTS. Alkaline phosphatase, tissue-nonspecific isozyme (Homo sapiens), P05186. purified TNAP, CDP-star luminescence, 1 M DEA. inhibition, % at 20 µM. actives 0.03% (n = 200,000). AID 1135, 2008;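 active = over 50% inhibition of tissue-nonspecific alkaline phosphatase at 20 µM in the single-dose screen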;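 also: plate controls were DMSO wells for no effect and EDTA-quenched wells as full inhibition for full effect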
Target sequence (P05186 whole entry, looked up): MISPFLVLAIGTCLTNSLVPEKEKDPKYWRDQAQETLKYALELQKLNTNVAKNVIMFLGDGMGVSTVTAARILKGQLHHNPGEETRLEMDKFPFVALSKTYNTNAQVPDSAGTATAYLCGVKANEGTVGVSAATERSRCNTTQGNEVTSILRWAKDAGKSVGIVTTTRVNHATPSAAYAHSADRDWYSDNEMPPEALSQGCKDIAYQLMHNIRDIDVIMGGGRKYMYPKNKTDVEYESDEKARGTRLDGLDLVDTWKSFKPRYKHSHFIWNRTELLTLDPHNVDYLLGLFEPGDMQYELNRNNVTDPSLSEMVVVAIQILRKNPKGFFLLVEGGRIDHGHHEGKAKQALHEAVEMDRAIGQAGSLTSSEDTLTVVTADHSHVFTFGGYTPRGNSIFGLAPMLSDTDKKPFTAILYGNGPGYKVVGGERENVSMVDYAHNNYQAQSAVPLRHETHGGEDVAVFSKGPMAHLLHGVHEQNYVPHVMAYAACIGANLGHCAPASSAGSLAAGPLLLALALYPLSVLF
TNAP act hi DEA – TNAP activators at high phosphate acceptor level, primary screen, biochemical, luminescence, uHTS; 200,000 tested, under 10 active; AID 1136, 2008; Alkaline phosphatase, tissue-nonspecific isozyme (Homo sapiens), P05186; purified TNAP, CDP-star luminescence, 1 M DEA, 30 min; stronger effect = higher value; 0 = EDTA background, 1 = DMSO-only activity; activation factor at 20 µM;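 active = activation factor at least 2 at 20 µM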
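Assay system: human TNAP; Input: enzyme diluted 1/800 final; Reagent: CDP-star luminogenic substrate at 100 µM final; Timing: 30 min, room temperature; Signal: luminescence; Evaluation: TNAP activation factor scaled between EDTA and DMSO control wells.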
Efa HMGR inh – inhibitors of E. faecalis class II HMGR, primary screen, biochemical, Enterococcus faecalis. HMG-CoA reductase (Enterococcus faecalis, mvaE). inhibition, % at 10 µM. purified E. faecalis HMGR, NADPH absorbance 340 nm kinetic. actives 0.41% (n = 190,000);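 active = inhibition above a set limit, the median over all tested compounds plus 3 SD, cut at about 9.5% in these data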;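 also: enzyme runs in reverse so mevalonate oxidation gives rising NADPH absorbance; 0% = complete reaction with DMSO and 100% = background rate lacking mevalonate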
PPARg SRC-2 ag – agonists of PPARg-SRC-2 recruitment, primary screen, biochemical, HTS; Peroxisome proliferator-activated receptor gamma (Homo sapiens), P37231; PPARgamma LBD-SRC-2 recruitment; activation, % at 8 µM; actives 0.34% (n = 200,000); in the data active = activation above about 22%;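 also: 0% = vehicle and 100% = reference agonist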
Target sequence (P37231 whole entry, looked up, the tested form may be a part): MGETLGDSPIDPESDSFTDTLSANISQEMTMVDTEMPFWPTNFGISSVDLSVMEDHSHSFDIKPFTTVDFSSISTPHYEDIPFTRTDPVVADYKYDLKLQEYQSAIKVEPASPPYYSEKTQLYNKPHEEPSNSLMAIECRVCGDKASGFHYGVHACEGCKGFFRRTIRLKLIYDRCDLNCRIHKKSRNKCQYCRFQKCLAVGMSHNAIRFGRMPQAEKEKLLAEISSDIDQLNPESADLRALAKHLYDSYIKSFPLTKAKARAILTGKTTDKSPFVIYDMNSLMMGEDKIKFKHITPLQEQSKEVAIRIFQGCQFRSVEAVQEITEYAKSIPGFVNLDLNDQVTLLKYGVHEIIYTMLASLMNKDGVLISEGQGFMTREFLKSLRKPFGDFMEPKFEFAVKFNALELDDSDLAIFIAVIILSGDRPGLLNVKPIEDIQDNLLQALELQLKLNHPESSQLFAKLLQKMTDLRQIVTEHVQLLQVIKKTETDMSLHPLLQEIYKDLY
bIAP inh – bovine intestinal alkaline phosphatase inhibitors, primary screen, selectivity assay for TNAP inhibitor project, biochemical, bovine IAP, CDP-star luminescence. 190,000 tested, under 10 active. alkaline phosphatase, intestinal [Bos taurus]. purified bovine IAP, 30 min. inhibition, % at 20 µM;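 active = over 50% inhibition of intestinal alkaline phosphatase at 20 µM in the single-dose screen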
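test system = bovine IAP enzyme | medium = DEA buffer 100 mM, pH 9.8, with MgCl2 1.0 mM, ZnCl2 0.02 mM | detection = luminescence | dosing = single compound dose of 20 µM, 2% DMSO final | incubation = 30 min reaction at room temperature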
PPARg SRC-3 ag – PPARgamma agonists recruiting SRC-3 coactivator, primary screen, biochemical; actives 0.26% (n = 200,000); biochemical PPARgamma/SRC-3 coactivator recruitment assay; Peroxisome proliferator-activated receptor gamma (Homo sapiens), P37231; activation, % at 8 µM; in the data active = activation above about 23%;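 also: 0% = DMSO and 100% = reference agonist; some compounds past the cut are filed as inactive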
bIAP activator – bovine intestinal alkaline phosphatase activators, primary screen, biochemical, bovine IAP, CDP-star luminescence | purified bovine IAP, 30 min; stronger effect = higher value; fold of DMSO-control signal, blank-subtracted | activation factor at 20 µM | actives 0.17% (n = 200,000);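 active = activation factor of 2 or more at 20 µM, a signal rise over negative controls twice the positive control's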
PPARg SRC1 recr – PPARgamma agonists recruiting SRC-1 coactivator, primary screen, biochemical. Peroxisome proliferator-activated receptor gamma (Homo sapiens), P37231. PPARgamma-SRC-1 coactivator recruitment biochemical assay. activation, % at 8 µM. actives 0.41% (n = 200,000). AID 631, 2007; in the data active = activation above about 19%;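 also: 0% = DMSO and 100% = reference agonist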
TNAP inh no acc – human TNAP enzyme inhibitors, primary screen, biochemical, luminescent, no phosphate acceptor, uHTS | inhibition, % at 20 µM | Alkaline phosphatase, tissue-nonspecific isozyme (Homo sapiens), P05186 | purified TNAP, CDP-star luminescence, 30 min | actives 0.26% (n = 200,000) | AID 1012, 2008;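 active = tissue-nonspecific alkaline phosphatase inhibition above about 50% at 20 µM in the single-dose screen, limit read from the data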;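 also: 0% = DMSO negative control and 100% = EDTA positive control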
TR-FRET SRC-2 ct – TR-FRET signal artefacts, primary screen, artefact control for PPARgamma SRC-2 agonist project, biochemical. TR-FRET artefact counter-screen; stronger effect = higher value. AID 1049, 2008. TR-FRET ratio at 8 µM. actives 0.4% (n = 200,000); in the data active = TR-FRET ratio above about 2000; also: inactives centre near 1500
The depositor's hits bear a star.

Results for CCOC(=O)Cc1csc(NC(=O)c2c(O)c3ccccc3n(CC(C)C)c2=O)n1 ?
TNAP inh hi DEA: -4; TNAP act hi DEA: 1; Efa HMGR inh: 1; PPARg SRC-2 ag: 2; bIAP inh: 3; PPARg SRC-3 ag: -11; bIAP activator: 1; PPARg SRC1 recr: 3; TNAP inh no acc: -3; TR-FRET SRC-2 ct: 1495

Results for CC(=O)c1c(C)nc2ccccc2c1N ?
TNAP inh hi DEA: -6; TNAP act hi DEA: 1.1; Efa HMGR inh: -3; PPARg SRC-2 ag: 8; bIAP inh: 13; PPARg SRC-3 ag: 4; bIAP activator: 0.9; PPARg SRC1 recr: 0; TNAP inh no acc: -14; TR-FRET SRC-2 ct: 1723

Results for CCN(CC)C(=S)NC(=O)c1ccc(F)cc1 ?
TNAP inh hi DEA: -4; TNAP act hi DEA: 1; Efa HMGR inh: 0; PPARg SRC-2 ag: 2; bIAP inh: -6; PPARg SRC-3 ag: 0; bIAP activator: 1.1; PPARg SRC1 recr: 0; TNAP inh no acc: -9; TR-FRET SRC-2 ct: 1464

What do the screens show for `COc1ccc(NC2CC(=O)N(CCc3ccccc3)C2=O)cc1` (stereo not drawn)?
TNAP inh hi DEA: -3; TNAP act hi DEA: 1; Efa HMGR inh: -1; PPARg SRC-2 ag: 8; bIAP inh: 12; PPARg SRC-3 ag: 1; bIAP activator: 0.9; PPARg SRC1 recr: 5; TNAP inh no acc: -12; TR-FRET SRC-2 ct: 1428

What do the screens show for `O=C(O)Cc1ccc(NC(=O)C2CCCCC2C(=O)O)cc1` (stereo not drawn)?
TNAP inh hi DEA: 0; TNAP act hi DEA: 1; Efa HMGR inh: -3; PPARg SRC-2 ag: -7; bIAP inh: -4; PPARg SRC-3 ag: -6; bIAP activator: 1; PPARg SRC1 recr: 6; TNAP inh no acc: -11; TR-FRET SRC-2 ct: 1597

How did Cn1cc(Br)cc2nc(C(F)(F)F)nc1-2 do in these assays?
TNAP inh hi DEA: -5; TNAP act hi DEA: 1.1; Efa HMGR inh: -6; PPARg SRC-2 ag: -2; bIAP inh: 16; PPARg SRC-3 ag: 2; bIAP activator: 0.8; PPARg SRC1 recr: 5; TNAP inh no acc: -14; TR-FRET SRC-2 ct: 1708

Results for CCC1CCc2c(sc(NC(C)=O)c2C#N)C1 (stereo not drawn) ?
TNAP inh hi DEA: -2; TNAP act hi DEA: 1; Efa HMGR inh: -6; PPARg SRC-2 ag: 1; bIAP inh: -12; PPARg SRC-3 ag: 2; bIAP activator: 1.1; PPARg SRC1 recr: 2; TNAP inh no acc: -7; TR-FRET SRC-2 ct: 1479

What do the screens show for `CC(=O)N1N=C(c2ccc(C)o2)CC1c1cccc(F)c1` (stereo not drawn)?
TNAP inh hi DEA: -2; TNAP act hi DEA: 1; Efa HMGR inh: 2; PPARg SRC-2 ag: -6; bIAP inh: -9; PPARg SRC-3 ag: 0; bIAP activator: 1.1; PPARg SRC1 recr: -4; TNAP inh no acc: -4; TR-FRET SRC-2 ct: 1430

How did S=C(NCCc1ccccn1)Nc1ccc(Cl)cc1 do in these assays?
TNAP inh hi DEA: -1; TNAP act hi DEA: 1; Efa HMGR inh: -4; PPARg SRC-2 ag: 4; bIAP inh: 8; PPARg SRC-3 ag: 0; bIAP activator: 0.9; PPARg SRC1 recr: 12; TNAP inh no acc: -14; TR-FRET SRC-2 ct: 1737

Results for Cc1ccc(CSc2nc3nc(C)cc(C)c3c(=O)[nH]2)cc1 ?
TNAP inh hi DEA: -2; TNAP act hi DEA: 1; Efa HMGR inh: 1; PPARg SRC-2 ag: 3; bIAP inh: -5; PPARg SRC-3 ag: 3; bIAP activator: 1.1; PPARg SRC1 recr: 11; TNAP inh no acc: -3; TR-FRET SRC-2 ct: 1528

What do the screens show for `O=C(N/N=C/c1ccco1)C1CC1c1ccccc1` (stereo not drawn)?
TNAP inh hi DEA: -4; TNAP act hi DEA: 1; Efa HMGR inh: -1; PPARg SRC-2 ag: 4; bIAP inh: 9; PPARg SRC-3 ag: 5; bIAP activator: 0.9; PPARg SRC1 recr: 4; TNAP inh no acc: -17; TR-FRET SRC-2 ct: 1657

Results for COC(=O)c1ccc(C2/C(=C(\O)c3ccc(OC)c(C)c3)C(=O)C(=O)N2c2cc(C)on2)cc1 (stereo not drawn) ?
TNAP inh hi DEA: 0; TNAP act hi DEA: 1; Efa HMGR inh: -6; PPARg SRC-2 ag: 1; bIAP inh: -8; PPARg SRC-3 ag: 6; bIAP activator: 1.1; PPARg SRC1 recr: 16; TNAP inh no acc: 0; TR-FRET SRC-2 ct: 1665

Results for CCN(CC)CCOc1c(C)cccc1Cl ?
TNAP inh hi DEA: 1; TNAP act hi DEA: 1; Efa HMGR inh: -4; PPARg SRC-2 ag: -2; bIAP inh: -7; PPARg SRC-3 ag: 4; bIAP activator: 1.1; PPARg SRC1 recr: -1; TNAP inh no acc: 1; TR-FRET SRC-2 ct: 1570

Results for COc1ccc2c(c1)c1ncn(CCCN3CCOCC3)c(=O)c1n2C ?
TNAP inh hi DEA: -2; TNAP act hi DEA: 1; Efa HMGR inh: -2; PPARg SRC-2 ag: 4; bIAP inh: 4; PPARg SRC-3 ag: 11; bIAP activator: 1; PPARg SRC1 recr: 3; TNAP inh no acc: -8; TR-FRET SRC-2 ct: 1586

How did CCOc1ccc(NC(=O)CC2NCCNC2=O)cc1 (stereo not drawn) do in these assays?
TNAP inh hi DEA: 2; TNAP act hi DEA: 1; Efa HMGR inh: 3; PPARg SRC-2 ag: 8; bIAP inh: 6; PPARg SRC-3 ag: -4; bIAP activator: 0.9; PPARg SRC1 recr: 3; TNAP inh no acc: -16; TR-FRET SRC-2 ct: 1607

Results for CCn1nc(C)c(C2C(C#N)=C(N)Oc3n[nH]c(C)c32)c1C (stereo not drawn) ?
TNAP inh hi DEA: -7; TNAP act hi DEA: 1.1; Efa HMGR inh: 0; PPARg SRC-2 ag: -5; bIAP inh: 0; PPARg SRC-3 ag: -1; bIAP activator: 1; PPARg SRC1 recr: 4; TNAP inh no acc: -6; TR-FRET SRC-2 ct: 1444

Results for FC(F)(F)c1cccc(N2CCN(CC3CC=CCC3)CC2)c1 (stereo not drawn) ?
TNAP inh hi DEA: 8; TNAP act hi DEA: 0.9; Efa HMGR inh: -3; PPARg SRC-2 ag: 2; bIAP inh: 13; PPARg SRC-3 ag: 2; bIAP activator: 0.9; PPARg SRC1 recr: -1; TNAP inh no acc: -10; TR-FRET SRC-2 ct: 1580

What do the screens show for `COC(=O)C(NNc1ccccc1)(NC(=O)c1ccc(F)cc1)C(F)(F)F` (stereo not drawn)?
TNAP inh hi DEA: -1; TNAP act hi DEA: 1; Efa HMGR inh: 3; PPARg SRC-2 ag: 2; bIAP inh: 4; PPARg SRC-3 ag: 6; bIAP activator: 1; PPARg SRC1 recr: 6; TNAP inh no acc: -8; TR-FRET SRC-2 ct: 1678

How did CCN(CC)CCn1c2ccccc2c2nc(C)sc21 do in these assays?
TNAP inh hi DEA: -3; TNAP act hi DEA: 1; Efa HMGR inh: -4; PPARg SRC-2 ag: 3; bIAP inh: 4; PPARg SRC-3 ag: -4; bIAP activator: 1; PPARg SRC1 recr: -2; TNAP inh no acc: -5; TR-FRET SRC-2 ct: 1462

What do the screens show for `COc1ccc(-c2ccnc(SCC(=O)c3ccc(Cl)cc3)n2)cc1`?
TNAP inh hi DEA: -1; TNAP act hi DEA: 1; Efa HMGR inh: -2; PPARg SRC-2 ag: 0; bIAP inh: 12; PPARg SRC-3 ag: -1; bIAP activator: 0.9; PPARg SRC1 recr: 3; TNAP inh no acc: 13; TR-FRET SRC-2 ct: 1616

Results for O=C(NCc1ccc(Cl)cc1)c1cnccn1 ?
TNAP inh hi DEA: -8; TNAP act hi DEA: 1.1; Efa HMGR inh: 0; PPARg SRC-2 ag: 2; bIAP inh: -4; PPARg SRC-3 ag: -2; bIAP activator: 1; PPARg SRC1 recr: 8; TNAP inh no acc: -11; TR-FRET SRC-2 ct: 1566

How did CCOC(=O)CNC(=S)N(Cc1ccccc1)Cc1cccnc1 do in these assays?
TNAP inh hi DEA: -6; TNAP act hi DEA: 1.1; Efa HMGR inh: -4; PPARg SRC-2 ag: 4; bIAP inh: 4; PPARg SRC-3 ag: 3; bIAP activator: 1; PPARg SRC1 recr: 6; TNAP inh no acc: -9; TR-FRET SRC-2 ct: 1495

Results for COC(=O)c1ccccc1NC(=O)NC1CCN(Cc2ccccc2)CC1 ?
TNAP inh hi DEA: -2; TNAP act hi DEA: 1; Efa HMGR inh: -4; PPARg SRC-2 ag: 6; bIAP inh: 0; PPARg SRC-3 ag: -2; bIAP activator: 1; PPARg SRC1 recr: -5; TNAP inh no acc: -8; TR-FRET SRC-2 ct: 1712

How did CCCCNC1CCS(=O)(=O)C1 (stereo not drawn) do in these assays?
TNAP inh hi DEA: -2; TNAP act hi DEA: 1; Efa HMGR inh: -1; PPARg SRC-2 ag: -3; bIAP inh: -2; PPARg SRC-3 ag: 1; bIAP activator: 1; PPARg SRC1 recr: 8; TNAP inh no acc: -12; TR-FRET SRC-2 ct: 1543

What do the screens show for `CCOC(=O)c1cccc(NC(=O)c2cccs2)c1`?
TNAP inh hi DEA: -7; TNAP act hi DEA: 1.1; Efa HMGR inh: -2; PPARg SRC-2 ag: 9; bIAP inh: 7; PPARg SRC-3 ag: 6; bIAP activator: 0.9; PPARg SRC1 recr: 1; TNAP inh no acc: 0; TR-FRET SRC-2 ct: 1568

What do the screens show for `COC(=O)[C@H]1C[C@@H]1[C@H](NC(=O)c1ccccc1)c1ccccc1`?
TNAP inh hi DEA: -5; TNAP act hi DEA: 1; Efa HMGR inh: 4; PPARg SRC-2 ag: -8; bIAP inh: -2; PPARg SRC-3 ag: -1; bIAP activator: 1; PPARg SRC1 recr: -6; TNAP inh no acc: -4; TR-FRET SRC-2 ct: 1410

What do the screens show for `CCOC(=O)N1CCC(NC(=O)CN2C(=O)COc3ccc(C(C)(C)C)cc32)CC1`?
TNAP inh hi DEA: -3; TNAP act hi DEA: 1; Efa HMGR inh: -1; PPARg SRC-2 ag: 4; bIAP inh: -10; PPARg SRC-3 ag: -9; bIAP activator: 1.1; PPARg SRC1 recr: 5; TNAP inh no acc: -12; TR-FRET SRC-2 ct: 1684
